Compound activity: PubChem BioAssay, several laboratories
Cardiac RTF inh: cardiac RTF calcium desensitization | P19429+P45379 | IANBD-labeled cardiac RTF, Ca2+ fluorescence | inhibition, % at 7.15 µM | actives 0.12% (n = 340,000);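 active = inhibition above the mean inhibition of all tested compounds plus 3 SD, cut at about 17% in these data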;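 also: assay run at fixed EC70 calcium of 1.6 mM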
Keap1 Nrf2 FP: disrupts human Keap1 binding to Nrf2 peptide; inhibition, % at 9.4 µM; Keap1 Kelch-Nrf2 peptide fluorescence polarization, 1536-well; actives 0.15% (n = 340,000); in the data active = inhibition above about 12%;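 also: human Keap1 Kelch domain with fluorescein labeled Nrf2 9mer peptide probe; 0% = neutral control wells and 100% = peptide positive control; higher means more block of Keap1 binding to Nrf2 peptide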
Target sequence (Q14145 whole entry, looked up, the tested form may be a part): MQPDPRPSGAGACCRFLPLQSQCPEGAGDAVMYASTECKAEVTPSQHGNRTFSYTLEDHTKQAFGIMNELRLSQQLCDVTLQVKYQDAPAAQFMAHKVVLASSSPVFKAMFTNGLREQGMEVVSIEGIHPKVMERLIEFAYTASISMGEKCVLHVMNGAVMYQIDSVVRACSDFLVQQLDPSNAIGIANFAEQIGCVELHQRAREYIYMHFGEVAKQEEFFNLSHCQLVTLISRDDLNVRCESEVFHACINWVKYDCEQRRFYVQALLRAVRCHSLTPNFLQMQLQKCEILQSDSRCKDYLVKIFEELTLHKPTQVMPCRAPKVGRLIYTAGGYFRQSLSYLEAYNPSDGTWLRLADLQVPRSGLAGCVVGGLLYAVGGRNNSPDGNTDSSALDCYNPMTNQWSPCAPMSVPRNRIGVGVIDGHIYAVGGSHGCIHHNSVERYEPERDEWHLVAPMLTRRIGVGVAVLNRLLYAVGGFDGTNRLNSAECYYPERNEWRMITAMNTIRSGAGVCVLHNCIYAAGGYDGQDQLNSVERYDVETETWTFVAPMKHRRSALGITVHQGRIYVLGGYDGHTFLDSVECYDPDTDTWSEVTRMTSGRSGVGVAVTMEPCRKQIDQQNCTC
NSD2 HMT inh: inhibitors of human histone methyltransferase NSD2; O96028; NSD2 peptide methylation, AlphaScreen, 120 min; inhibition, % at 12.5 µM; actives 0.54% (n = 310,000); AID 743445; in the data active = inhibition above about 50%
PKA-R2B activ: activates the human PKA-R2B holoenzyme complex. PKA-R2B holoenzyme dissociation, Cy5-IP20 fluorescence polarization; R2B truncated from residue 108, S112A mutant; 0% DMSO only, 100% 113 µM cGMP. activation, % at 11.4 µM. P22694+P31323. actives 0.079% (n = 340,000);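 active = activation above a cutoff set at the mean over all compounds plus 3 SD, cut at about 18% in these data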;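 also: higher means more holoenzyme dissociation and a rise in polarization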
SR-BI uptake up: SR-BI HDL lipid transfer activation | actives 0.096% (n = 320,000) | activation, % at 12.5 µM | AID 504775 | CHO ldlA[mSR-BI] cells, DiI-HDL uptake fluorescence, 3 h; 100 = double the neutral-control signal;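 active = mean replicate activation of at least 60% and every replicate at or above 60%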;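 also: 0% = median plate neutral-control signal and 100% = twice that signal; values of inactives mirror those of a sister screen read the other way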
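material = CHO ldlA[mSR-BI] cells | medium = Ham's F12 with 0.5% BSA, HEPES 25 mM, pH 7.4 | reagent = fluorescent DiI-HDL, 10 µg/mL final | compound dosing = single-point compound dose | incubation = 3 h, 37 °C | measured by = bottom-read fluorescence, 550/595 nm | measure = HDL uptake via cellular fluorescence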
DAGLB inh: blocks human DAGLB lipase activity | AID 504411 | HEK293T DAGLB membrane lysate, EnzChek fluorogenic substrate | actives 0.059% (n = 340,000) | inhibition, % at 5.17 µM; in the data active = inhibition above about 34%;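 also: 0% = enzyme with vehicle and 100% = wells lacking enzyme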
SR-BI DiI inh: mouse SR-BI HDL lipid transfer inhibition; Q61009; ldlA[mSR-BI] CHO cells, DiI-HDL uptake fluorescence, 3 h; inhibition, % at 12.5 µM; actives 0.96% (n = 320,000); AID 488896;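 active = mean replicate inhibition of at least 70% and a set share of replicates each scoring 70 or more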;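 also: 0% = median of neutral control wells and 100% = median of positive control wells; values of inactives mirror those of a sister screen read the other way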
Target sequence (Q61009 whole entry, looked up): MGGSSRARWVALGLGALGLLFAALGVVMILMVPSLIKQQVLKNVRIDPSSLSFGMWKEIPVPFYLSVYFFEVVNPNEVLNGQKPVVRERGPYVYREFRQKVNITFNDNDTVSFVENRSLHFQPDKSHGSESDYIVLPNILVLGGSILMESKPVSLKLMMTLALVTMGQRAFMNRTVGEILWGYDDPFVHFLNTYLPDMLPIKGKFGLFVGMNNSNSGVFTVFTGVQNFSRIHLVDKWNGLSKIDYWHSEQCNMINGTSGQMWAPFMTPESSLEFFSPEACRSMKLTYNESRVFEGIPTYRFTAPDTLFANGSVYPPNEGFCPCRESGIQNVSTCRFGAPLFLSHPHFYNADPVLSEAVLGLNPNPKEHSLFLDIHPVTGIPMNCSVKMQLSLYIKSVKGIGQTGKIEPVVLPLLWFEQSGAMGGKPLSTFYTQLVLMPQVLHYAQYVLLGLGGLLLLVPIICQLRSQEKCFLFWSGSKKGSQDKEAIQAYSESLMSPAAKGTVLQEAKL
PvdQ acylase: blocks Pseudomonas aeruginosa PvdQ acylase activity; actives 0.063% (n = 340,000); inhibition, % at 10 µM; purified PvdQ acylase, fluorescence plate reader; in the data active = inhibition above about 30%, passing the limit was not always enough;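 also: 0% = vehicle neutral wells and 100% = reference inhibitor wells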
Arrestin-AP2 inh: blocks beta-arrestin peptide binding to AP2 adaptin | FITC-arrestin peptide / GST-AP2 beads, flow cytometry; AP2 beta2 appendage carries R879A mutation | AID 504490 | inhibition, % at 10 µM | actives 0.31% (n = 340,000);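 active = inhibition above a set limit, near 3 SD of compounds lacking own fluorescence, cut at about 54% in these data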;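 also: plate controls were DMSO wells for no effect and 5 µM unlabelled arrestin peptide for full effect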
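Material – AP2 appendage R879A on GSH beads · Buffer or medium – PBS with 0.05% Tween 20 and 0.1% BSA · Probe or stimulus – fluorescein-tagged arrestin peptide at 50 nM final · Incubation – compound with beads 12 min RT, then probe 1 h RT · Detection – high-throughput flow cytometry of beads, ex 488, em 535 nm · Evaluation – percent response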
C-LANA FP: inhibitors of KSHV LANA C-terminal domain DNA binding | inhibition, % at 9 µM | actives 0.078% (n = 340,000) | MBP-C-LANA/FAM-LBS DNA binding, fluorescence polarization | AID 504423;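 active = highest replicate inhibition at or above 60% at 9 µM, even if other replicates fall short; inactive = all replicates below 60% inhibition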;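 also: 0% = neutral control wells and 100% = 4 µM acridine orange control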
* hit, by the source's call; x = not tested or not shown; & = joins results of further samples.

SMILES	Cardiac RTF inh	Keap1 Nrf2 FP	NSD2 HMT inh	PKA-R2B activ	SR-BI uptake up	DAGLB inh	SR-BI DiI inh	PvdQ acylase	Arrestin-AP2 inh	C-LANA FP
Cc1ccc(OCc2nnc(SCC(=O)c3ccccc3)n2Cc2ccco2)cc1	-3.0	-2.9	0.2	-10.9	1.7	-1.8	-1.7	-4.0	33.2	-1.7
O=C(NC(=S)NCCc1ccccc1)C1CCCCC1	0.0	3.3	37.9	-6.5	-18.5	-12.2	18.6	-1.9	38.5	0.1
CCOc1ccc(NC(=O)c2c3c(nc4ccccc24)CCC3)cc1	0.1	-3.6	-2.8	4.0	-0.1	-0.6	0.1	-3.2	-0.7	1.7
N#C/C(=C\c1cc(O)c(O)c(O)c1)C(N)=O	-2.8	-10.1	x	2.4	-12.3	-1.5	12.3	3.7	37.0	13.9
CCN(C[C@H]1N[C@@](C)(C(=O)OC)[C@H]2C(=O)N(Cc3ccccc3)C(=O)[C@@H]12)C(=O)Nc1ccc(OC)cc1	3.6	-2.6	x	-2.6	1.5	-1.7	-1.5	-9.9	-7.7	-0.2
CCOCCCN1CC(C(=O)NCCc2ccc(C)cc2)CC1=O (configuration not stated)	6.5	-1.5	1.0	-0.5	x	-3.4	-18.4	-17.5	-8.0	0.7
CCN(CC)CCNC(=O)COc1ccc(OC)cc1	-5.2&0.8	-6.1&-1.1	6.9	6.6&2.3	-7.9&3.5	2.9&-0.5	7.9&-3.5	-2.5&-6.6	4.1&-7.4	-0.5&-0.3
CC(Oc1ccc(Cl)cc1)C(=O)NCCN1C(=O)S/C(=C\c2cccnc2)C1=O (configuration not stated)	3.6	-6.2	-0.4	-12.0	-10.6	0.1	10.6	-11.8	-8.6	0.6
CSCc1nc2sc(C(=O)Nc3nc(C)cs3)c(C)c2c(=O)[nH]1	-5.4	-4.8	2.2	6.8	-30.9	1.3	30.9	-16.1	-9.7	-1.0
Cc1ccc(S(=O)(=O)NNC(=O)C2COc3ccccc3O2)cc1 (configuration not stated)	-8.7	-1.5	x	-13.5	7.3	3.4	-7.3	-8.7	8.1	-0.1
Cc1ccc(NC(=O)CSC2=C(C#N)C(c3ccco3)CC(=O)N2)cc1 (configuration not stated)	-0.7	-3.2	1.3	2.6	-11.0	-1.5	11.0	5.3	17.1	-1.4
CC(C)Nc1nnc(SCC(=O)c2c(N)n(Cc3ccccc3)c(=O)n(C)c2=O)s1	-6.7	-1.6	x	3.4	11.8	1.6	-11.8	6.5	25.2	0.3
COc1ccc(NC(=O)c2cccnc2N2CCOCC2)cc1	-4.1	-4.4	-0.8	-5.4	-19.9	1.2	19.9	-7.4	12.8	0.0
O=C(NCc1ccco1)c1ccc2ccccc2c1	3.2	-4.2	-2.6	-4.7	8.9	-2.7	-8.9	-15.1	1.2	0.6
COC(=O)c1sccc1NC(=S)N1CCCCC1C (configuration not stated)	-7.5	-1.7	8.9	-4.8	-10.6	-5.3	10.6	-20.3	-0.8	-0.3
C=CCOC(=O)C1=C[C@H](c2cn(C(C)=O)c3ccccc23)[C@@H](CCCO)[C@H](OCC)O1	6.9	0.2	x	1.0	7.3	2.2	-7.3	-8.4	5.3	-1.0
CCOC(=O)CNC(=O)N1CCCC(C(=O)c2cccc(Cl)c2)C1 (configuration not stated)	-5.7	0.3	-1.9	-15.9	20.0	2.1	-20.0	-15.9	-3.2	0.4
Cc1cccc(NC(=O)C2CCCN2C(=O)OCC(C)C)c1C (configuration not stated)	-3.0	-1.1	2.6	4.8	27.9	0.6	-27.9	-1.8	7.2	1.5
Cc1ccc2sc(N(CCCN(C)C)C(=O)c3ccc(S(=O)(=O)N(C)C)cc3)nc2c1C	4.0	-3.6	2.9	-2.8	15.4	-2.1	-15.4	-9.0	-4.5	-0.5
O=C(O)CSCC(=O)N1CCN(c2ccnc3cc(Cl)ccc23)CC1	1.8	-1.3	-0.5	-9.2	4.6	-4.1	-4.6	8.8	4.0	0.1
COc1ccc(N(C(=O)CNC(=O)c2ccco2)C(C(=O)NC2CCCC2)c2ccncc2)cc1 (configuration not stated)	-9.4	1.0	-2.7	-1.7	13.3	0.4	-13.3	-9.5	5.1	-0.2
CC1CCN(S(=O)(=O)c2cccc(C(=O)NC3CCCC3)c2)CC1	-5.9	-1.8	-1.3	-9.7	5.3	-1.0	-5.3	-14.5	-0.5	2.2
CCOC(=O)N1CCN(c2ccc(S(=O)(=O)N3CCOCC3)cn2)CC1	-9.8	1.7	12.0	-5.7	-4.5	-2.6	4.5	-1.7	19.1	2.7
O=C(Nc1c2c(nn1-c1ccccc1)CS(=O)(=O)C2)c1ccccc1C(F)(F)F	-6.9	1.3	0.1	-11.3	9.6	0.0	-9.6	-17.2	-6.2	-0.2
CC(C1CC1)N(Cc1ccccc1)C(=S)Nc1cccc(C(F)(F)F)c1 (configuration not stated)	1.0	-4.0	40.7	-9.8	18.2	-3.2	-18.2	-0.4	-10.0	-1.6

Reprinted at random: three entries already listed.
SMILES	Cardiac RTF inh	Keap1 Nrf2 FP	NSD2 HMT inh	PKA-R2B activ	SR-BI uptake up	DAGLB inh	SR-BI DiI inh	PvdQ acylase	Arrestin-AP2 inh	C-LANA FP
O=C(NCc1ccco1)c1ccc2ccccc2c1	3.2	-4.2	-2.6	-4.7	8.9	-2.7	-8.9	-15.1	1.2	0.6
Cc1cccc(NC(=O)C2CCCN2C(=O)OCC(C)C)c1C (configuration not stated)	-3.0	-1.1	2.6	4.8	27.9	0.6	-27.9	-1.8	7.2	1.5
O=C(Nc1c2c(nn1-c1ccccc1)CS(=O)(=O)C2)c1ccccc1C(F)(F)F	-6.9	1.3	0.1	-11.3	9.6	0.0	-9.6	-17.2	-6.2	-0.2

New compounds follow.
SMILES	Cardiac RTF inh	Keap1 Nrf2 FP	NSD2 HMT inh	PKA-R2B activ	SR-BI uptake up	DAGLB inh	SR-BI DiI inh	PvdQ acylase	Arrestin-AP2 inh	C-LANA FP
C=CCn1c(SCC(=O)Nc2cc(C)ccc2OC)nnc1-c1ccco1	-6.0	-0.4	-1.8	-2.0	-12.5	-2.9	12.5	11.2	-0.6	1.7
Cc1ccc(NC(=O)CSc2nc3nc(C)c(Br)cc3[nH]2)cc1F	-9.1	-3.0	2.4	-11.1	-0.7	-3.7	0.7	-16.0	-7.4	-1.1
COc1ccc(CNC(=O)C2CCCN(S(=O)(=O)c3ccc4c(c3)CCCN4C(C)=O)C2)cc1 (configuration not stated)	5.5	-6.2	-0.4	5.2	4.3	2.5	-4.3	-12.2	3.6	0.5
COc1ccc(C2Nc3ccccc3C(=O)N2c2ccc(C)cc2)cc1COc1ccccn1 (configuration not stated)	-3.5	-3.1	x	4.5	-19.9	-1.5	19.9	13.8	27.9	-0.3
C/C(=N\NC(=O)c1ccc2c(c1)OCO2)c1ccc(NC(=O)CCCC(=O)O)cc1	0.2	-5.7	0.6	-10.3	2.9	-1.6	-2.9	4.8	-5.3	-0.1
COc1ccccc1CCC(=O)Oc1ccc(C#N)cc1OC	1.2	-2.5	22.6	11.6	-11.1	-9.2	11.1	0.1	13.1	0.2
COc1ccc(OC)c(NC(=O)CSc2nncc3ccccc23)c1	-9.2	-5.8	-2.3	-4.3	x	-7.4	8.7	8.0	11.8	-1.6
Cc1ccc(Cl)cc1NC(=S)NCc1cccn1C	5.9	0.4	-0.1	-4.5	-15.6	-0.2	15.6	10.8	7.9	-0.7
NS(=O)(=O)c1ccc(S(=O)(=O)N(CCc2ccccc2)Cc2ccccn2)cc1	-9.1	-0.3	-0.9	7.8	14.9	-0.1	-14.9	-4.3	7.0	-1.0
CC1CCC2(CC1)NC(=O)N(CC(=O)c1cn(CCC#N)c3ccccc13)C2=O (configuration not stated)	2.6	-3.0	-0.7	-1.5	x	-1.1	x	-12.4	-6.0	-1.4
O=C(Nc1ccc2nc(-c3cccnc3)[nH]c2c1)C12CC3CC(CC(C3)C1)C2	-1.8	-4.1	-22.8	11.4	-5.1	2.0	5.1	-14.5	-3.3	-0.2
O=C1S/C(=C\c2ccccc2)C(=O)N1CC(O)Cn1c2ccccc2c2ccccc21 (configuration not stated)	-6.3	-3.8	x	5.2	2.3	0.3	-2.3	-11.5	15.8	-1.7
O=C(COC(=O)CSc1ccc2ccccc2c1)Nc1ccccc1OC(F)F	7.2	0.8	-2.8	-2.5	9.4	-8.5	-9.4	2.6	6.4	1.0
CCCN(CCC)Cc1c(C(=O)N/N=C/c2ccco2)nnn1-c1nonc1N	-7.8	-2.6	x	-0.3	-9.2	0.2	9.2	-17.4	-17.5	-0.4
CC1Cc2cc(/C(O)=C3/C(=O)C(=O)N(CCCn4ccnc4)C3c3ccc([N+](=O)[O-])cc3)ccc2O1 (configuration not stated)	-20.5	-6.7	6.5	6.5	7.2	-1.8	-7.2	-10.5	15.4	0.0
CCOC(=O)c1sc(=NC(=O)/C=C/c2cccs2)n(C)c1C	-23.9	-4.0	-1.2	-1.6	-54.4	-6.5	54.4	11.8	17.7	1.4
Cc1nc2ccc(NC(=O)c3c(-c4ccccc4)noc3C)cc2s1	-0.4	1.7	12.3	-5.2	-24.0	-0.9	24.0	-13.7	-5.9	1.8
COc1ccc(S(=O)(=O)N2CCc3ccccc32)cc1C(=O)N1CCN(C=O)CC1	-4.5	-7.6	-0.9	-6.7	11.6	-3.7	-11.6	6.1	31.3	1.4
Cc1c(Br)c([N+](=O)[O-])nn1CCCC(=O)Nc1sc2c(c1C#N)CCC2	-6.7	0.9	1.9	-5.4	7.2	-6.3	-7.2	1.1	5.0	0.6
O=C(COC(=O)/C(=C/c1cccs1)c1cccs1)NCc1ccccc1Cl	2.1	-2.9	2.3	2.1	-18.2	-10.9	18.2	2.6	3.0	0.3
COCCN1C(=O)C(=O)/C(=C(/O)c2ccc(S(=O)(=O)N3CCOCC3)cc2)C1c1ccc(O)cc1 (configuration not stated)	-4.9	-1.8	0.5	7.5	x	0.3	x	-14.0	-3.8	-0.3
CN(C(=O)c1cccc(N2C(=O)C3C4C=CC(C4)C3C2=O)c1)C1CCCCC1 (configuration not stated)	-8.9	3.4	-6.5	-7.1	-13.1	-1.3	13.1	-7.9	10.0	-0.9
Cn1c2c(c(=O)n(C)c1=O)C(c1ccccc1F)C(C#N)=C(N)O2 (configuration not stated)	-7.3	-0.5	3.3	1.0	12.9	0.3	-12.9	1.4	15.5	-0.4
CC(C)(CN1CCOCC1)NS(=O)(=O)c1ccccc1	-6.7	-7.1	1.9	0.2	23.1	2.8	-23.1	-3.6	1.9	2.0
CC(C)(O)C#Cc1ccc(C(=O)NC(CCCNC(N)=O)C(=O)O)s1 (configuration not stated)	-9.2	-0.7	-4.3	0.8	-0.5	-0.4	0.5	-19.2	5.0	-0.9
Cc1ccc[n+](CC(=O)Nc2ccc(N(C)C)cc2)c1	-2.1	-1.1	5.2	-0.1	-3.4	1.3	3.4	-5.4	3.2	-7.0

Outcome played no part in choosing rows. About 2.1% of those tested had a hit in this group.
